MazF activator: activators of E. coli MazEF toxin-antitoxin RNase; P0AE70; hit rate 0.32% among 350,000; activation, % at 20 µM; AID 504720; FAM/BHQ RNA-DNA oligo cleavage fluorescence, 5 h; in the data active = activation above about 50%
Target sequence (P0AE70 whole entry, looked up): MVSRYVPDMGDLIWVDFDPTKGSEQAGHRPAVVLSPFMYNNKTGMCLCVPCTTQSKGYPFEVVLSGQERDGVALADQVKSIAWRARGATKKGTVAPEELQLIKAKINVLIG
BioA inh: BioA (M. tuberculosis) enzyme inhibition; inhibition, % at 9.99 µM; hit rate 0.096% among 360,000; purified M. tuberculosis BioA enzyme, plate reader; in the data active = inhibition above about 40%
Rv3671c inh: Rv3671c (M. tuberculosis) protease inhibition | inhibition, % at 5.96 µM | AID 2606 | hit rate 0.048% among 320,000 | P9WHR9; in the data active = inhibition above about 38%;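 note: extracellular domain of Rv3671c used as enzyme; 0% = enzyme with DMSO and 100% = no enzyme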
Target sequence (P9WHR9 whole entry, looked up, the tested form may be a part): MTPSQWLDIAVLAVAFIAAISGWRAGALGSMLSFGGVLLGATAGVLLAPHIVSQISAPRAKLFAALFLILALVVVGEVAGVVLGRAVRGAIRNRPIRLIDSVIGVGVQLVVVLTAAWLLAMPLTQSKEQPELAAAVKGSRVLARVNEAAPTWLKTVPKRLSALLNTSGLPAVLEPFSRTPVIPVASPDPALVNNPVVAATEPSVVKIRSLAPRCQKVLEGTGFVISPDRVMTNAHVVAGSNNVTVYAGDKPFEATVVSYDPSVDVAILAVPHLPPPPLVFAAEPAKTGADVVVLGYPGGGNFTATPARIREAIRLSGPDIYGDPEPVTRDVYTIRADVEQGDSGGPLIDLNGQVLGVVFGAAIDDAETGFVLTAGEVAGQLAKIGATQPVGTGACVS
GDH-TPI inh: counter-screen for M. tuberculosis FBA inhibitors: GDH-TPI coupled enzymes; GDH-TPI coupled enzyme counterscreen, NADH absorbance; inhibition, % at 4.8 µM; hit rate 1.2% among 360,000; AID 588335; in the data active = inhibition above about 30%;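 note: 0% = DMSO wells and 100% = wells lacking the enzyme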
UGM FP inh: Mtb UDP-galactopyranose mutase inhibition. P9WIQ1. purified UGM, fluorescence polarization probe displacement. inhibition, % at 10 µM. hit rate 0.06% among 320,000; in the data active = inhibition above about 10%, passing the limit was not always enough
3CLpro inhibitor: SARS-CoV 3CLpro protease inhibition; inhibition, % at 6 µM; P0C6X7; hit rate 0.14% among 290,000; recombinant SARS-CoV 3CLpro, quenched FRET peptide cleavage; in the data active = inhibition above about 12%
PriA SSB inh: inhibitors of Klebsiella pneumoniae PriA binding to SSB C-terminal tail; inhibition, % at 33 µM; AlphaScreen SSBct-PriA binding, biotinylated peptide; hit rate 0.6% among 430,000; in the data active = inhibition mostly above about 37%, no sharp cut-off; inactive = mostly below about 20%;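 note: plate controls were negative control peptide for no effect and reference peptide for full effect; strong numbers were not always called active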
DUSP3 inh: DUSP3 (human) phosphatase inhibition; P51452; recombinant VHR phosphatase, pNPP absorbance; inhibition, % at 13.3 µM; hit rate 0.52% among 290,000; in the data active = inhibition above about 50%; note: some compounds called inactive have numbers as strong as hits
Target sequence (P51452 whole entry, looked up): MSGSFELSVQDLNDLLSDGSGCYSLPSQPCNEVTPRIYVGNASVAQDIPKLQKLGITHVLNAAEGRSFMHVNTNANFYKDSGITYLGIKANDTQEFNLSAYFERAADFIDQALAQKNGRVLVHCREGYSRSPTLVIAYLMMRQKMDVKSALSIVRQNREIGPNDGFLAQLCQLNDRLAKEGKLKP
Mtb FBA inh: inhibitors of M. tuberculosis fructose-bisphosphate aldolase | inhibition, % at 1 µM | purified M. tuberculosis FBA, fluorescence read-out | P9WQA3 | hit rate 2.3% among 360,000; in the data active = inhibition above about 27%;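 note: 0% = vehicle and 100% = reference inhibitor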
Target sequence (P9WQA3 whole entry, looked up): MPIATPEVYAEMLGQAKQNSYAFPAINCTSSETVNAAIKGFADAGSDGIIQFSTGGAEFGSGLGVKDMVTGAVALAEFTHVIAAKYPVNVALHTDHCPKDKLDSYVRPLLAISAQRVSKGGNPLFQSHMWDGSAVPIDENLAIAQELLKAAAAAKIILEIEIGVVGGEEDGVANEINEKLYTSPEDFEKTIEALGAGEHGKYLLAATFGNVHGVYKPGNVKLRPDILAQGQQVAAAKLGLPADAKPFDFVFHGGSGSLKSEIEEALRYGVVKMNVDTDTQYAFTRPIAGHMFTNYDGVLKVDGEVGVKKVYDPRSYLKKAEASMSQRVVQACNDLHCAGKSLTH
Vc quorum ag: quorum light induction in luxS cqsA deficient V. cholerae | V. cholerae BH1578 lux reporter, luminescence, 6 h | activation, % at 18.7 µM | hit rate 0.16% among 350,000; in the data active = activation mostly above about 9.7%, no sharp cut-off; note: not every result past the cut was called active; inactives centre near 0; reference of the scale not given here
Active calls of the source: *; i = inactive; / = not tested or not shown; & = joins results of further samples.

SMILES	MazF activator	BioA inh	Rv3671c inh	GDH-TPI inh	UGM FP inh	3CLpro inhibitor	PriA SSB inh	DUSP3 inh	Mtb FBA inh	Vc quorum ag
COc1ccc(-c2c3c(=O)n(C)c(=O)n(C)c3cn2NC(C)=O)cc1	2	-0.1	5	5	-0.5	4	-3	14	2	-0.3
O=C(COc1ccc(/C=N/NC(=O)c2ccccc2)cc1)Nc1ccc([N+](=O)[O-])cc1	-2	-0.6	-24	19	0.5	4	/	37	1	i
COc1ccc(CC(=O)N(Cc2ccccc2)C(C)C)cc1	1	0.2	-8	4	1.0	-1	-18	5	1	i
OC1CCCCC1N1CCC(c2ccccc2)CC1 (configuration not stated)	4	-0.1&-1.1	-13	2	2.4	-1	-5	5	-1	-0.1&8.3
CCN1CCN(C(CNS(=O)(=O)c2ccc(OC)cc2)c2cccnc2)CC1 (configuration not stated)	-4	-0.4	-6	0	-2.5	3	-16	6	3	-0.2
Cc1ccc(C(=O)Cn2nnc(-c3ccccc3)n2)cc1	6	/	1	-3	-1.6	4	-15	9	0	-0.5
O=C1CC2(CCN(C(=O)COc3ccc(F)cc3)CC2)Oc2ccccc21	0	12	-7	8	4.3	/	-4&-13	/	6	-2.1
Cc1[nH][nH]c(=O)c1C=Nc1ccc(C(F)(F)F)cc1	5	/	-2	-7	-1.6	6	-1	21	0	-0.2
N#Cc1ccccc1CN1C(=O)c2ccccc2S1(=O)=O	6	-0.6	1	2	0.3	2	-17	-16	0	i
CN1CCN(NC(=O)c2cccs2)CC1	-2	/	2	2	-2.3	1	-3	18	4	i
N#Cc1cccnc1N1CCN(C(=O)c2ccccc2)CC1	-5	-1.5	/	12	-1.1	1	-3	10	20	-0.1
O=[N+]([O-])c1ccc(OC(F)F)c(/C=N/n2cnnc2)c1	5	/	-3	-1	0.3	2	i	6	-2	-0.1
Cc1cc(=O)oc2cc(OCC(=O)OCC(=O)Nc3ccc4ccccc4c3)ccc12	-10	0.6	-6	11	-2.1	1	-7	7	26	-0.3
O=C(CN1CCOCC1)Nc1ccc2c(c1)OCCO2	-3	6.2	10	22	-2.4	-1	-3	29	2	i
O=C(CC(c1ccccc1)c1ccccc1O)N1CCCCC1 (configuration not stated)	-8	-0.3	8	27	0.5	4	-12	11	0	-0.6
COc1ccc(CNC(=O)c2ccc(CNc3c(NC4CCCCC4)c(=O)c3=O)cc2)cc1	4	0.4	-42	2	0.4	2	-3	4	-1	/
O=C(COCc1cc(-c2ccc3c(c2)OCO3)on1)Nc1cccnc1Cl	7	-2.9	-1	1	2.2	-7	-12	62	0	-0.1
CCNc1nc(NC(C)C)nc(N(C#N)CC(=O)OC)n1	12	/	3	-3	-5.0	3	-4	4	-3	i
COc1ccc2nc(SCC(=O)N3CCCCC3)c(C#N)cc2c1	3	-1.1	-1	-2	2.0	5	-24	15	7	-1.8
Fc1ccccc1C1c2cccn2CCN1C(=S)Nc1cccc(Br)c1 (configuration not stated)	2	/	-1	-9	0.8	-2	-13	6	-2	i
O=C(O)c1cc(-c2ccc(-c3c(-c4ccc5c(c4)OCO5)noc3-c3ccsc3)cc2)nc2ccccc12	-29	0.5	-3	1	-2.8	4	-13	13	-3	i
COc1ccc(OCC(=O)N(C)Cc2ccccc2)cc1	-1	0.9	7	-1	-2.5	2	-17	-3	1	1.8
Cc1cc(C(=O)COC(=O)c2cccc(S(=O)(=O)N(C)C)c2)c(C)n1CC1CCCO1 (configuration not stated)	2	0.6	/	3	/	/	-1	/	-3	i
Nc1nc(-c2cccs2)c(CC(=O)O)s1	-2	-0.5	-8	12	-2.3	-2	4	1	1	-0.4
Cc1ccc(CSCC(=O)N/N=C/c2sccc2C)cc1	5	0.8	5	3	1.8	3	/	13	2	-0.7

Of the compounds above, these have two or more sulfur atoms:
SMILES	MazF activator	BioA inh	Rv3671c inh	GDH-TPI inh	UGM FP inh	3CLpro inhibitor	PriA SSB inh	DUSP3 inh	Mtb FBA inh	Vc quorum ag
Nc1nc(-c2cccs2)c(CC(=O)O)s1	-2	-0.5	-8	12	-2.3	-2	4	1	1	-0.4
Cc1ccc(CSCC(=O)N/N=C/c2sccc2C)cc1	5	0.8	5	3	1.8	3	/	13	2	-0.7

Later entries:
SMILES	MazF activator	BioA inh	Rv3671c inh	GDH-TPI inh	UGM FP inh	3CLpro inhibitor	PriA SSB inh	DUSP3 inh	Mtb FBA inh	Vc quorum ag
CCOC(=O)N1CCN(C(=O)c2cc3ccc(OC)cc3[nH]2)CC1	5	0.4	-11	6	0.3	-4	-3	22	1	-0.2
O=C(CNc1n[nH]c(=O)[nH]c1=O)N/N=C/c1cccnc1	11	/	7	9	0.6	-2	/	13	-5	-0.4
O=C(CSc1nncn1-c1ccccc1F)NC1CC1	11	0.6	6	-5	1.8	/	-8	/	0	i
CCSc1nnc(NC(=O)c2ccc(Br)s2)s1	-11	-0.4	-5	12	-0.9	1	5	-6	2	-0.2
CN(C(=O)c1cccc(NC(=O)Cc2ccc(NC(=O)C3CCN(C(=O)C4CCCC4)CC3)cc2)c1)C1CCCC1	-22	-1.6	/	6	/	/	-4	/	2	-1.6
CCOC(=O)C1CCN(C(=O)/C=C/c2cccs2)CC1	8	-0.5	0	4	1.9	1	-6	22	2	-0.4
O=C(O)c1ccc(N2C(=O)CCCC2=O)cc1	4	0.1	4	0	-2.2	-2	-4	13	-3	i
COc1ccc(Cc2nc(C)cc(Cl)n2)cc1[N+](=O)[O-]	2	1.1	-7	11	1.3	-1	-15	16	2	-0.9
CCN1CCC(O)(/C=C/c2ccc(C(C)C)cc2)C(C(=O)/C=C/c2ccc(C(C)C)cc2)C1 (configuration not stated)	22	/	/	11	/	/	14	/	0	-0.8
Cc1c(NP(=O)(C(C)(C)C)C(C)(C)C)c(=O)n(-c2ccccc2)n1C	2	/	-2	1	3.0	1	-2	30	-1	i
Cc1occc1C(=O)NC(C)C(C)(C)C (configuration not stated)	-11	-0.7	-7	13	1.0	5	-11	7	3	-1.0
CCOC(=O)[C@H]1[C@H]2COc3ccccc3[C@@H]2N2C(=O)c3ccc(Cl)cc3NC(=O)[C@@]12C	1	-2.5	3	7	1.8	/	-12	/	2	-2.2
CC(OC(=O)c1cccc(S(=O)(=O)N(C)C)c1)C(=O)NCc1ccc2c(c1)OCO2 (configuration not stated)	1	/	7	-1	-0.5	/	-10	/	-3	-2.6
O=C(COC(=O)c1ccccc1NCCO)NNC(=O)c1cccs1	5	0.4	2	6	-4.1	/	-3	/	60*	-0.7
CCN1CCN(Cc2ccc(NC(=O)c3ccc(C)c(NC(=O)N4CCNC4=O)c3)cc2C(F)(F)F)CC1	10&16&11	0.6&-0.1&-1.6	-11&-1	-7&1&0	3.1&-1.5	-4	-10	24&11	1&1&1	-0.4&0.4
CCOc1cccc2sc(NC(=O)CC)nc12	16	0.3	-6	7	2.2	5	-3	-9	2	i
COc1ccccc1N1CCN(C(=O)NCc2cccc(C(F)(F)F)c2)CC1	26	/	-3	6	0.0	-3	-7	2	0	-0.4
Cc1ccc(S(=O)(=O)CCSc2cccc(C(=O)O)c2)cc1	-2	-0.5	4	-9	2.9	1	5	9	1	-0.1
CCOC(=O)N(NC(=O)C(O)(c1ccccc1)c1ccccc1)c1ccccc1	4	1.2	2	4	-1.0	-4	-6	8	4	0.1
COc1cc(/C=N/NC(=O)c2ccc3c(c2)OCCO3)c(Br)c(Br)c1O	-22	-1.8	-1	37*	-0.7	-1	/	29	-1	i
CC(=O)Oc1ccc(N(C(C)=O)S(=O)(=O)c2ccc(C)cc2C)c2ccccc12	-14	-1.0	/	8	0.8	5	3	31	-2	i
COCCNC(=O)c1onc(CSc2cc(C)cc(C)c2)c1C(=O)O	2	-0.1	0	-1	-0.2	-4	24	29	-1	i
CCCN1Cc2cccc(C(=O)Nc3ccc(OC)c(OC)c3)c2C1=O	6	-0.5	/	5	/	/	-3	/	3	i
C[C@]12CCC3C(CC[C@H]4[C@@H](O)[C@H](O)CC[C@]34C)C1CCC2=O (some centres not stated)	2	-0.1	/	9	/	/	-3	/	1	-0.4
COc1cccc(C=Nc2cc(C)cc(C)c2)c1O	2	-1.3	-1	4	-1.0	-3	-15	-1	-3	-1.2

An excerpt from above, reduced to 3CLpro inhibitor.
Structure | 3CLpro inhibitor
CCOc1cccc2sc(NC(=O)CC)nc12 | 5
O=C(O)c1ccc(N2C(=O)CCCC2=O)cc1 | -2

Additional compounds
SMILES	MazF activator	BioA inh	Rv3671c inh	GDH-TPI inh	UGM FP inh	3CLpro inhibitor	PriA SSB inh	DUSP3 inh	Mtb FBA inh	Vc quorum ag
O=C1C2C3C=CC(C3)C2C(=O)N1c1ccc(-c2nc3ccccc3o2)cc1 (configuration not stated)	-6	/	2	-11	4.1	1	5	25	2	i
CCCCOCCCNC(=O)N[C@@H](CCSC)C(=O)OC	2	-0.8	6	-5	1.3	-2	-8	7	0	i
O=C(CSc1nc2ccccc2s1)N1c2ccccc2Sc2ccc(Cl)cc21	-11	-0.6	-19	0	-0.3	2	2	13	-1	-0.4
CC(C)Cn1c(N)c(C(=O)CSc2nc3ccccc3n2C)c(=O)n(C)c1=O	0	-9.8	4	10	-0.4	-3	-29	26	0	-0.5
S=c1[nH]nc(-c2ccco2)n1/N=C/c1cccc(Cl)c1Cl	1	/	-2	0	2.4	-3	/	1	-1	-0.1
O=C(CN1CCN(Cc2ccccc2)CC1)Nc1ccc(N2CCOCC2)cc1	9	/	-2	0	-1.1	3	-7	2	4	i
CSc1nccc(Oc2ccc(C#N)cc2)n1	6	/	4	-1	0.0	-3	-14	5	2	i
COC(=O)Cc1nnc(NC(=O)c2ccccc2)s1	-1	-1.1	5	-3	0.4	6	-1	-35	3	i
C=CCOc1ccc(CNCCc2ccc(S(N)(=O)=O)cc2)cc1	11	/	-5	3	-1.3	0	3	24	1	-1.3
N#CCCn1cc(C(=O)Nc2ccc([N+](=O)[O-])cc2)c(-c2cc3ccccc3o2)n1	7	/	-15	2	1.1	5	-14	-3	-10	-0.3
Cc1ccccc1N(CC(=O)N/N=C/c1ccc(N(C)C)cc1)C(=O)c1ccccc1	-18	/	-12	40*	0.8	3	/	-6	10	-0.3
Cc1ccccc1-c1nnc(NC(=O)CSc2nc3ccccc3s2)s1	22	-1.0	-5	14	1.1	-2	-3&-10	-4	0	-1.2
CCOCCOc1nc(C)cc(C)c1S(=O)(=O)c1ccccc1C	-10	/	-8	1	-2.3	0	-15	32	-8	0.8
Cc1ccc(CN(CC(=O)NC2CCCC2)C(=O)c2csnn2)cc1	-6	-1.7	-4	6	-0.4	0	-2	7	2	0.1
CC(=O)c1ccc(N2CCN(C(=O)c3ccco3)C(C)C2)c(F)c1 (configuration not stated)	11	39	1	19	-0.8	6	-2	-6	0	-0.3
CC(C)C[C@H](NC(=O)N1CC(=O)Nc2ccccc21)C(=O)N[C@@H](C(=O)O)c1ccccc1	7	-2.0	2	-6	-2.2	-1	-2	-3	-9	-0.4
CCN(Cc1ccncc1)C(=S)Nc1ccccc1C	1	0.7	/	4	/	/	/	/	-3	i
CC(C)(C)c1nc(CN2CCOCC2)ccc1O	2	-3.2	5	4	-1.2	-4	-7	34	2	i
CCOCC(=O)NC1CCc2cc(OC)c(OC)c(OC)c2-c2ccc(SC)c(=O)cc21 (configuration not stated)	11	/	/	26	/	/	5	/	2	i
O=C(c1ccc(CSc2nc3ccncc3[nH]2)cc1)N1CCN(c2cccc(Cl)c2)CC1	-2	-1.9	1	6	-2.5	1	20	-11	0	-0.6
COc1ccc(CC(=O)N2CCC(c3ccccc3)C2)cc1 (configuration not stated)	1	/	3	2	-0.7	2	-13	26	-1	-0.4
Cc1ccc(NC(=O)C(=O)NCc2ccncc2)cc1	10	/	4	-13	-1.0	0	-19	-10	2	-0.2
COc1ccc(OC)c(N(CC(=O)Nc2ccc3c(c2)OCO3)S(=O)(=O)c2ccccc2)c1	-1	-0.9	0	1	-0.2	3	5	13	-2	i
CCOC(=O)c1c(C2COc3ccccc3O2)csc1N (configuration not stated)	-11	1.1	2	13	1.5	4	-13	27	1	-0.6
O=C(Nc1ccccc1)Nc1ccncc1	3	3.7	2	-2	2.6	4	-7	12	5	-0.2

From PubChem BioAssay

Not all compounds are listed; the hit share may differ from the screen's.
